UPR XBP1 act – activators of adaptive XBP1 UPR arm, primary screen, cell-based, CHO-XBP1 luciferase reporter, luminescence, uHTS; activation, % at 20 µM; IRE1-XBP1 UPR activation; percent of tunicamycin response, DMSO as zero; AID 463104, 2010; hit rate 0.33% among 330,000;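 active = versus positive control, 20 µM dose yields 30% or more activation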;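 also: 100% = tunicamycin at 10 µg/mL and 0% = DMSO only wells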
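Test system: CHO-XBP1 luciferase reporter cells | Buffer or medium: Serum-containing F12 medium, 10% FBS | Schedule: 6 h compound exposure at 37 °C, 5% CO2 | Detection: Steady-Glo luciferase glow luminescence, 10 min after reagent addition | Read-out basis: Activation, % of tunicamycin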
Mdm2 MdmX PPI – inhibitors of human Mdm2-MdmX association, primary screen, cell-based, luminescence, split luciferase, SaOS-2, uHTS; SaOS-2 split-luciferase Mdm2/MdmX complementation; inhibition, % at 8 µM; hit rate 3% among 330,000;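 active = inhibition of at least 50% at 8 µM in the primary screen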
APJ antag – antagonists of human apelin receptor APJ, primary screen, CHO-K1 cells, beta-arrestin complementation, luminescence. inhibition, % at 20 µM. P35414. AID 2521, 2010. hit rate 0.32% among 330,000;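 active = inhibition above about 40% at 20 µM, limit read from the data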;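 also: cells challenged with 10 nM apelin-13 agonist together with compound; plate controls were apelin-13 plus DMSO wells for no effect and DMSO wells lacking apelin-13 for full effect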
Target sequence (P35414 whole entry, looked up): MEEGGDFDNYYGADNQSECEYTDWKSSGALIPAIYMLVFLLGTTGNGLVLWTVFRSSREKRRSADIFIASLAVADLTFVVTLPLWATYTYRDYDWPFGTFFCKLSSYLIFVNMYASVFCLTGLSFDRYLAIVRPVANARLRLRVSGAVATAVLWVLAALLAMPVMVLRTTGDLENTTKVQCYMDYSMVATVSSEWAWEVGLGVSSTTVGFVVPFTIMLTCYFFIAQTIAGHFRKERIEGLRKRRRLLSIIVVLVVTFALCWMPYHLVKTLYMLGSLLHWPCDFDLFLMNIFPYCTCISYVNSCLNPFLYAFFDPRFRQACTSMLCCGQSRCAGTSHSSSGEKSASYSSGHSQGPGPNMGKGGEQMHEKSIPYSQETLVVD
697 NFkB inh – inhibitors of PMA/ionomycin-induced NF-kB reporter, 697 cells, primary screen, B-cell NF-kB inhibitor project, cell-based, luminescence, uHTS; 697 B-cell NF-kB luciferase reporter, 16 h; inhibition, % at 4 µM; hit rate 0.33% among 330,000; in the data active = inhibition above about 35%
tim23-1 inh – growth inhibitors of tim23-1 mutant yeast, primary screen, luminescence, uHTS | inhibition, % at 20 µM | AID 463212, 2010 | S. cerevisiae tim23-1 growth, BacTiter-Glo luminescence, 24 h | hit rate 1.3% among 330,000;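 active = growth inhibition of the mutant yeast at or above 50%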;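 also: temperature-sensitive mutant grown at 25 °C; plate controls were DMSO-treated mutant yeast for no effect and medium wells lacking yeast for full effect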
Jurkat NFkB inh – inhibitors of induced NF-kB luciferase reporter, primary screen, TCR NF-kB activation inhibitor project, cell-based, luminescence, uHTS | inhibition, % at 4 µM | Jurkat, PMA/ionomycin-induced NF-kB luciferase reporter | hit rate 0.53% among 330,000; in the data active = inhibition above about 50%
APJ agonist – agonists of human apelin receptor APJ, primary screen, CHO-K1 cells, PathHunter beta-arrestin, luminescence; P35414; 0% DMSO wells, 100% apelin; activation, % at 20 µM; hit rate 0.11% among 330,000;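 active = activation more than six SD over the plate average, tested at 20 µM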;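 also: 0% = DMSO alone and 100% = apelin-13 at 10 nM; some results filed as inactive read as strong as hits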
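Material: engineered CHO-K1 APJ arrestin reporter cells; amount: 1000 CHO-K1 reporter cells seeded per well; incubation: compound stimulation 90 min at 25 °C, detection 60 min; signal: luminescent beta-gal fragment complementation, chemiluminescent substrate; read-out basis: APJ agonist activity; controls: DMSO-only wells as negative, 10 nM Apelin-13 as positive control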
UPR CHOP act – activators of apoptotic CHOP UPR arm, primary screen, cell-based, CHO-CHOP luciferase reporter, luminescence, uHTS; UPR activation; percent of tunicamycin response over DMSO baseline; activation, % at 10 µM; hit rate 0.34% among 330,000;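 active = at 10 µM dose, activation of 40% or more, normalized to positive control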;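 also: 100% = tunicamycin at 10 µg/mL and 0% = DMSO alone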
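Dosing – one dose, 10 µM in 0.5% DMSO · System – CHO-CHOP cells, stable luciferase reporter of PERK-eIF2a-CHOP signalling · Input – 500 cells/well · Control set – tunicamycin 10 µg/mL final as positive, DMSO-only wells as negative · Timing – 6 h compound treatment, 37 °C · Measure – % activation vs tunicamycin · Technique – luminescence read with Steady-Glo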
Numbers without * were called inactive. Compounds were not picked by outcome; overall some 5% were active at least once.

SMILES	UPR XBP1 act	Mdm2 MdmX PPI	APJ antag	697 NFkB inh	tim23-1 inh	Jurkat NFkB inh	APJ agonist	UPR CHOP act
Clc1cccc(-c2nnc(SC/C=C/c3ccccc3)n2Cc2ccco2)c1	0	20	7	-29	23	-20	-6	-0.3
Cc1cccc(-c2cc3c(N=O)c4ccccc4c-3n[nH]2)c1	2	-32	13	-339	-11	-205	-3	0.2
CCC(Oc1ccc(C)cc1)C(=O)Nc1ccc2c(c1)n(C)c(=O)n2C (stereo not given)	-3	4	-15	3	0	11	-1	1.9
COc1ccc(S(=O)(=O)Nc2cccc(/C=C/C(=O)O)c2)cc1	-2	-18	-2	15	3	4	1	0.0
COc1ccccc1CNC(=S)NC1CCCC1	-1	-1	5	-38	17	-14	-2	0.4
CCN(CC(=O)Nc1ccc(OC)cc1)CC(=O)Nc1ccc(Cl)cc1F	-1	20	15	0	17	-2	-2	-2.4
COc1ccc(NC(=O)CC2C(=O)N(c3ccc(Cl)cc3)C(=S)N2CCc2ccncc2)cc1 (stereo not given)	-2	18	-1	8	12	3	-4	1.6
CCOC(=O)c1c(NC(=O)CN2C(=O)NC3(CCCCC3C)C2=O)sc(C(=O)N(C)C)c1C (stereo not given)	-3	21	23	21	19	9	-4	-0.3
CC1Cn2c(nc3c2c(=O)[nH]c(=O)n3C)O1 (stereo not given)	-1	23	-3	29	-1	3	-2	-0.8
CCN(CC(=O)NCc1ccc(Cl)cc1)C(=O)/C=C/c1cccs1	-1	13	5	1	-1	3	-2	-0.6

Next section, overlapping the part above by 5 compounds.
SMILES	UPR XBP1 act	Mdm2 MdmX PPI	APJ antag	697 NFkB inh	tim23-1 inh	Jurkat NFkB inh	APJ agonist	UPR CHOP act
CCN(CC(=O)Nc1ccc(OC)cc1)CC(=O)Nc1ccc(Cl)cc1F	-1	20	15	0	17	-2	-2	-2.4
COc1ccc(NC(=O)CC2C(=O)N(c3ccc(Cl)cc3)C(=S)N2CCc2ccncc2)cc1 (stereo not given)	-2	18	-1	8	12	3	-4	1.6
CCOC(=O)c1c(NC(=O)CN2C(=O)NC3(CCCCC3C)C2=O)sc(C(=O)N(C)C)c1C (stereo not given)	-3	21	23	21	19	9	-4	-0.3
CC1Cn2c(nc3c2c(=O)[nH]c(=O)n3C)O1 (stereo not given)	-1	23	-3	29	-1	3	-2	-0.8
CCN(CC(=O)NCc1ccc(Cl)cc1)C(=O)/C=C/c1cccs1	-1	13	5	1	-1	3	-2	-0.6
CCOC(=O)C1=C(CNCCc2ccc(Cl)cc2)NC(=O)NC1c1ccc2c(c1)OCO2 (stereo not given)	-5	18	5	2	33	-1	1	-0.1
Cc1ccccc1COC(=O)CCC1=NS(=O)(=O)c2ccccc2N1	-2	15	26	-14	-3	-6	0	1.5
O=C(NCc1cc([N+](=O)[O-])ccc1O)c1cccnc1Sc1ccc(Cl)cc1	-3	-25	-23	13	18	17	-2	1.6
O=C(Cc1ccc(Br)cc1)Nc1ccccc1N1CCCC1	-4	10	9	-13	45	-4	-6	0.1
CCOC(=O)c1cnc(SCCN2CCOCC2)nc1N	2	1	-20	-17	7	12	-1	-0.1
COCC1CCN(C(=O)C2CCC(=O)N(C3CCCCCC3)C2)CC1 (stereo not given)	-2	7	9	5	-8	-7	-6	1.4
O=C(CCN=C1NS(=O)(=O)c2ccccc21)OCC(=O)c1ccc(F)c(F)c1	0	2	25	14	-4	-13	-5	-0.8
O=C1OCc2cc(-n3cccc3)ccc21	1	3	-10	-12	2	5	0	1.0
O=C(COc1ccc(Br)cc1Br)NC(=S)Nc1cccc(CO)c1	3	-34	3	-40	11	-61	-2	5.0
CCc1ccc(NC(=O)CSc2nnc(-c3cnccn3)n2C)cc1	-4	24	6	11	9	-11	1	-0.8

Two neighbouring records already listed, for reference:
SMILES	UPR XBP1 act	Mdm2 MdmX PPI	APJ antag	697 NFkB inh	tim23-1 inh	Jurkat NFkB inh	APJ agonist	UPR CHOP act
Clc1cccc(-c2nnc(SC/C=C/c3ccccc3)n2Cc2ccco2)c1	0	20	7	-29	23	-20	-6	-0.3
Cc1cccc(-c2cc3c(N=O)c4ccccc4c-3n[nH]2)c1	2	-32	13	-339	-11	-205	-3	0.2

Continued:
SMILES	UPR XBP1 act	Mdm2 MdmX PPI	APJ antag	697 NFkB inh	tim23-1 inh	Jurkat NFkB inh	APJ agonist	UPR CHOP act
COC(=O)c1c(-c2c(Cl)cccc2Cl)noc1NC(=O)NN1CCCCC1	-2	29	-6	-13	31	1	-4	1.6
NC(=O)c1cc(S(=O)(=O)NCc2cccc(Br)c2)cs1	-4	2	19	-2	-8	2	3	1.0
CCCCn1c(N)c(N(Cc2ccccc2OC)C(=O)C(C)Oc2ccc(F)cc2)c(=O)[nH]c1=O (stereo not given)	-5	7	-17	6	-18	-11	-3	-1.9
C=CCOc1c(CNc2cccc(C(=O)O)c2)cccc1OCC	0	17	10	10	2	9	-5	0.4
CN(C)CCNC(=O)CNC(=S)N(CCCN1CCOCC1)Cc1cccs1	-3	5	6	-1	-1	-7	-1	0.3
COc1ccc(N2CCN(C(=O)CC3NC4CCCCC4NC3=O)CC2)cc1 (stereo not given)	-3	7	-1	-41	16	-39	-2	-1.5
O=[N+]([O-])/C=C/c1cn(Cc2ccccc2)c2ccccc12	-1	34	19	-69	44	-4	-3	0.0
O=S(=O)(c1ccc(OCC(O)CN2CCCC2)cc1)N1CCOCC1 (stereo not given)	-2	18	5	-5	3	-6	1	-3.1
O=C(CN1CCN(S(=O)(=O)c2ccc(Br)cc2)CC1)Nc1ccc(F)cc1	-3	24	-24	10	38	7	-4	0.4
COc1cc(OC)c(C(=O)Nc2ccccc2-c2ccccc2)cc1OC	11	-1	17	14	26	16	-5	2.8
CC(c1ccco1)N(C(=O)c1ccccc1F)c1ccccn1 (stereo not given)	0	-16	11	4	13	7	-4	0.5
N#CCC(=O)Nc1ccc(C(=O)OCC(=O)c2ccc3c(c2)OCCO3)cc1	-1	7	-15	-15	3	-34	-3	2.4
CC(C)=CCC/C(C)=C/COc1ccc2ccc(=O)oc2c1	2	3	12	11	-4	10	-5	-1.5
CC(C)NC(=O)NC(=O)COc1ccc(Br)cc1Br	0	-108	-18	-206	45	-205	-1	0.0
CC(=O)c1ccc(NC(=S)N2CCCC2)cc1	3	24	11	6	-8	4	1	3.8
CC12CCC(=O)N1C(C(=O)Nc1ccc(S(=O)(=O)N3CCCCC3)cc1)CS2 (stereo not given)	-4	-4	-56	-4	17	19	3	0.9
O=C(CCNS(=O)(=O)c1ccc(Cl)cc1)N1CCOCC1	-1	11	27	14	2	7	0	0.9
CCCNC(=O)c1ccc(N2CCC3(CC2)CC(c2ccccc2)=NO3)c(N)c1	-3	22	17	-5	8	-11	-1	-1.8
COc1ccc(NC(=O)Nc2ccc(OC)c(OC)c2)c([N+](=O)[O-])c1	8	28	6	7	-21	-5	5	1.2
CCC(CC)C(=O)N1CCN(c2cccc(C)c2C)CC1	1	14	-1	7	-4	5	-4	1.8
O=C(CSc1nnc2scc(-c3ccccc3)n12)NCC1CCCO1 (stereo not given)	-3	2	-3	20	-10	12	-1	1.3
CCCCCCCCCCCCN1[C@@H](CC(=O)OC)c2cc(F)ccc2S1(=O)=O	-4	11	17	-1	-4	-9	-7	-1.9
O=c1[nH]c2cc3c(cc2cc1CN(CCN1CCOCC1)C(=S)NCC1CCCO1)OCO3 (stereo not given)	-5	12	9	12	14	8	-3	-1.5
COc1c2c(nc3occc13)C(CC=C(C)C)(OC)C(=O)C=C2 (stereo not given)	-2	24	-4	4	17	10	-2	0.1
Cc1ccc(S(=O)(=O)Nc2cccc(C(=O)N3CCN(c4ccccc4O)CC3)c2)cc1F	-4	19	5	1	-12	10	1	-1.8
CC(=O)OCCN(CCOC(C)=O)c1c(C)[nH]c(=O)[nH]c1=O	1	-4	-1	-7	14	-19	11	-0.1
COc1ccc(CCNC(=O)c2sc3ccccc3c2Cl)cc1OC	1	18	-5	-5	19	-12	0	-0.9
COc1cc(Nc2nnc(C)s2)c(Cl)cc1Cl	-1	26	24	8	6	2	3	-0.1
COc1ccc(CNS(=O)(=O)c2ccc3c(c2)C(C)(C)C(=O)N3C)cc1	-2	27	7	-9	13	10	-4	0.2
COC(=O)COc1cc(OCC(=O)OC)c2c(C)c(Cl)c(=O)oc2c1	0	-3	-3	6	6	0	-3	2.1
O=C(Nc1nnc(C2=COCCO2)o1)c1ccc(F)cc1	-2	-2	20	-22	10	-20	-5	0.1
CCOc1ccccc1CN1CCC(N2CCC(C(=O)NC3CC3)CC2)CC1	-2	9	18	0	-8	13	-3	0.1
Cc1cc(Nc2cccc([N+](=O)[O-])c2)n2c(nc3ccccc32)c1C#N	37*	98*	4	-20	2	16	-1	18
CC1(CCc2ccc(O)cc2)NC(=O)NC1=O (stereo not given)	-3	21	-4	21	-12	17	-3	-2.3
COc1ccc(CN2CCC(C(=O)Nc3ccc(Oc4cccnc4)cc3)CC2)c(C)c1C	-4	74*	0	-41	13	54*	17	3.3
COc1cc2c(cc1OC)CN(C(=S)Nc1ccccc1Cl)CC2	-5	21	7	-11	13	-15	-3	-2.7
CC1SC(=NC(=O)c2ccco2)NC1=O (stereo not given)	0	-6	-4	8	19	-11	-3	-0.1
CC(C)(C)CC(=O)Nc1nnc(SCC(=O)NC2CCCC2)s1	0	9	14	-10	6	-4	-4	-1.0
Cc1ccc(S(=O)(=O)N2CCN(CC(=O)NC(=O)NCc3ccco3)CC2)cc1C	-3	15	-13	-2	9	4	-3	-1.0
CCOC(=O)C1(CCCc2ccccc2)CCN(C(=O)CCCn2cncn2)CC1	5	-3	7	-18	18	1	-3	0.6
CCN(CC)S(=O)(=O)c1ccc(N2CCCC2)c(C(=O)OCC(=O)/C(C#N)=C(\C)N)c1	0	3	12	10	4	5	-3	1.7
NS(=O)(=O)c1ccc(CNC(=O)COc2ccc3c4c(c(=O)oc3c2)CCCC4)cc1	-4	6	16	13	-9	-2	-7	1.7
N#Cc1cc2c(nc1SCc1ccccc1)CCCC2	-1	-10	3	-9	16	3	-3	4.5
CCCNC(=O)Cn1cnc2sc(C(=O)N3CCN(c4ccc(F)cc4)CC3)c(C)c2c1=O	-2	7	-4	8	6	3	-3	1.4
Cc1ccccc1COC(=O)CCCC1=NS(=O)(=O)c2ccccc2N1	-2	0	14	1	0	12	2	-2.7
Cc1cccc(C)c1Nc1nnc(SCC(=O)NCc2cccs2)s1	-7	-1	12	14	9	2	-3	-1.0
NC(=O)CSc1oc(-c2cccs2)nc1S(=O)(=O)c1ccccc1	-2	6	16	-5	17	11	-3	-2.3
CC(C)NC(=O)C1CC(=O)N(c2ccc(F)c(Cl)c2)C1 (stereo not given)	5	10	6	0	9	-4	-3	-4.4
Cc1ccc(N=C(N(C)C)P(=O)(N(C)C)N(C)C)c(C)c1	1	8	1	12	28	11	-3	-0.1
COc1ccc(Cl)cc1N(CC(=O)Nc1ccc2c(c1)OCCO2)S(C)(=O)=O	-1	30	5	5	16	-13	-6	-2.0
O=C(Nc1cccc(-c2cccc(F)c2)c1)C1CCN(C2CCOCC2)CC1	3	26	8	2	12	8	3	-0.6
COc1ccc(-c2ccc3nnc(SCC(=O)NCC4CCCO4)n3n2)cc1 (stereo not given)	-2	12	9	3	5	-7	-2	-0.3
CC(C)c1[nH]nc2c1C(c1cccnc1)C(C#N)=C(N)O2 (stereo not given)	1	9	16	-1	-5	-2	-3	-0.8

Bioassay records from PubChem.
